Compound activity (PubChem BioAssay)
M5 PAM – potentiates acetylcholine response at human M5 receptor | P08912 | CHO-K1 hM5, Fluo-8 calcium, ACh EC20 PAM; 0% = ACh EC20, 100% = ACh EC100 | activation, % at 3 µM | actives 0.3% (n = 360,000);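 active means activation above the run cutoff, the mean activation of all test compounds plus 3 SD, cut at about 18% in these data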
Target sequence (P08912 whole entry, looked up): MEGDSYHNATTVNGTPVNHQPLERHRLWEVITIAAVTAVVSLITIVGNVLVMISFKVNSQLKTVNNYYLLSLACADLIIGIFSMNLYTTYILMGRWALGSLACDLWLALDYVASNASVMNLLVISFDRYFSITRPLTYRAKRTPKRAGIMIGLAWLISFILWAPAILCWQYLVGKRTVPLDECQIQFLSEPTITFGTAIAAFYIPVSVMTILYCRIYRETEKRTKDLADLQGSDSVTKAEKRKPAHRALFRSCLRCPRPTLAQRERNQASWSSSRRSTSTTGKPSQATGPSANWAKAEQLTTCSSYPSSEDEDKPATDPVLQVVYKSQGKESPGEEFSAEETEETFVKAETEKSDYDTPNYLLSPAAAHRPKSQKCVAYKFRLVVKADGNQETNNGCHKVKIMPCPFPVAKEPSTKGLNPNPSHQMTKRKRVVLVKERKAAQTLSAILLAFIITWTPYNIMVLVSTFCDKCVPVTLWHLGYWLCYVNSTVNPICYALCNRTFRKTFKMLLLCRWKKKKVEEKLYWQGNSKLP
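Probe or stimulus: acetylcholine, EC20 level; Assay system: human M5 receptor in CHO-K1 cells; Schedule: compound preincubation 140 s before EC20 acetylcholine addition; Technique: intracellular calcium via Fluo-8 fluorescence; Dosing: single-point, 3 µM nominal; Read-out basis: percent activation from peak-over-basal fluorescence ratio, scaled EC20-to-EC100 acetylcholine; Repeats: one well per compound, no replicates.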
CRFBP-R2 agonist – CRF-BP/CRF-R2 complex agonism; HEK293 CRF-R2/CRF-BP, calcium dye fluorescence (FLIPR); percent of saturating CRF peptide response; activation, % at 13.2 µM; actives 0.46% (n = 350,000); AID 588473;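 active means activation of at least 50%, plus an integration ratio under a set limit after plate pattern correction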;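 further: plate controls were neutral control wells without compound for no effect and CRF at EC100 for full effect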
CRFBP-R2 block – blocks CRF-induced signaling of the CRF-BP/CRF-R2 complex. HEK293 CRF-R2/CRF-BP, CRF-induced calcium fluorescence. inhibition, % at 11.8 µM. actives 0.59% (n = 350,000). AID 588475;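 active means inhibition of the ligand-induced calcium signal above about 50% at the single tested concentration, limit read from the data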
CHRM5 agonist – CHRM5 agonism in calcium assay; actives 0.19% (n = 360,000); CHO-K1 hM5 cells, Fluo-8 calcium fluorescence; 0% DMSO wells, 100% maximal acetylcholine response; activation, % at 3 µM;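 active means activation above the run's mean over test compounds plus 3 SD, cut at about 23% in these data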;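 further: signal is peak over basal fluorescence ratio across the kinetic read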
TAAR1 ag – agonists of human TAAR1 | activation, % at 3 µM | CHO RD-HGA16 TAAR1, Fluo-8 calcium fluorescence; vehicle wells 0%, saturating PEA agonist 100% | Q96RJ0 | actives 0.99% (n = 360,000) | AID 624467;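 active means activation above the mean activation of all test compounds in the run plus 3 SD, cut at about 38% in these data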
Target sequence (Q96RJ0 whole entry, looked up): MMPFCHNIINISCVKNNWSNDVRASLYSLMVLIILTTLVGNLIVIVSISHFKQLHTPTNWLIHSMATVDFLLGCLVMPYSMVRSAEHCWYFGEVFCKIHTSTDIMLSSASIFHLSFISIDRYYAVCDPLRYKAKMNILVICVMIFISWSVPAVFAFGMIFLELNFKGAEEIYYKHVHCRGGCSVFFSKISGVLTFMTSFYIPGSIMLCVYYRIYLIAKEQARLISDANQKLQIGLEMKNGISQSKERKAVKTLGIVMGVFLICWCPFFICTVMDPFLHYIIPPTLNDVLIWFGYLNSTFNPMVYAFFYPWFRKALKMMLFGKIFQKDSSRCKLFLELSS
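Test system: RD-HGA16 (CHO) cells co-expressing Gα16 and hTAAR1 / Benchmarks: DMSO vehicle as 0%, PEA at EC100 as 100% / Repeats: no replicates (n 1) / Measure: % activation from peak over basal fluorescence ratio, DMSO-to-PEA scaled / Timing: 17-24 h plating, Fluo-8 75 min 37 °C, 30 min RT / Technique: kinetic Fluo-8 calcium fluorescence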
M4 PAM – CHRM4 positive allosteric modulation | CHO-K1 hM4/Gqi5, Fluo-8 calcium fluorescence, ACh EC20; 0% = ACh EC20, 100% = maximal ACh | actives 0.4% (n = 360,000) | activation, % at 3 µM;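 active means activation above its plate's cutoff, the mean activation of sample wells plus 3 SD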; further: some results filed as inactive read as strong as hits
TAAR1 antagonist – antagonists of human TAAR1; Q96RJ0; CHO RD-HGA16 TAAR1, Fluo-8 calcium fluorescence, antagonist; inhibition, % at 3 µM; actives 1.5% (n = 360,000);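 active means inhibition above a per-plate cutoff, the mean inhibition of test compounds on that plate plus 3 SD, cut at about 49% in these data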;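 further: 0% = DMSO plus EC80 beta-PEA response and 100% = DMSO alone without agonist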
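Test system: CHO RD-HGA16 cells bearing hTAAR1 | Reagent: β-PEA, EC80 | Compound dosing: 3 µM, single point | Schedule: Dye loading 75 min at 37 °C, then 30 min room temperature | Signal: Calcium fluorescence with Fluo-8 | Evaluation: Percent inhibition of PEA-evoked calcium signal, max/basal emission ratio | Control set: DMSO-only wells and EC80 β-PEA-stimulated wells | Repeats: Singlicate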
CHRM5 antagonist – CHRM5 antagonism in calcium assay. P08912. CHO-hM5 cells, Fluo-8 calcium fluorescence, ACh EC80. inhibition, % at 3 µM. actives 0.59% (n = 360,000);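 active means inhibition above a per-plate cutoff, the mean of that plate's test compounds plus 3 SD, cut at about 27% in these data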;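 further: 0% = acetylcholine EC80 with DMSO and 100% = DMSO without agonist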
CHO-K1 Ca PAM – counter-screen for M1 PAMs: effect in parental CHO-K1 cells; ATP EC20, Fluo-8 calcium fluorescence; 0% at ATP EC20, 100% at ATP max; activation, % at 3 µM; actives 0.02% (n = 360,000);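 active means activation above the run cutoff, the mean activation of all test compounds plus 3 SD, cut at about 40% in these data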;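 further: peak over basal fluorescence ratio in a 140 s read after ATP addition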
The depositor's hits bear a star; nt = no result given.

SMILES	M5 PAM	CRFBP-R2 agonist	CRFBP-R2 block	CHRM5 agonist	TAAR1 ag	M4 PAM	TAAR1 antagonist	CHRM5 antagonist	CHO-K1 Ca PAM
CCOC(=O)c1ccc(O)c(-n2cc3c(c2-c2ccccc2)c(=O)n(C)c(=O)n3C)c1	-5	nt	nt	1	6	-5	-4	1	5
CC(C)(C)C1CCc2c(sc(NC(=O)CSc3ncn[nH]3)c2C#N)C1 (stereo unspecified)	3	-0.4	-36	2	7	5	11	-1	19
CN(C(=O)CSc1nc2ccccc2o1)C1CCS(=O)(=O)C1 (stereo unspecified)	9	0.5	-10	6	2	1	-15	4	1
Cc1nc2cc(NC(=O)c3ccc(N4C(=O)CCC4=O)cc3)ccc2s1	5	-1.1	-3	0	8	-4	5	-4	18
Oc1ccc(NCc2ccccc2OCc2ccccc2F)cc1	2	2.2	17	-4	-2	0	6	2	9
COCCN(C(=O)CSc1nnc(C)n1-c1ccccc1)c1c(N)n(Cc2ccccc2)c(=O)[nH]c1=O	3	1.0	10	-1	5	2	0	2	11
C[C@H]1CN([C@@H](C)CO)C(=O)c2cc(NC(=O)C3CCCCC3)ccc2O[C@H]1CN(C)CC1CCCCC1	9	-1.4	-3	-5	2	3	3	6	15
Cc1ccc(S(=O)(=O)N2C[C@H]3[C@H]4C(=O)N(c5ccccc5)C(=O)[C@H]4CC(=O)[C@H]3[C@@H]2c2cccc3ccccc23)cc1	-1	nt	nt	3	1	4	-19	-1	4
CCOc1[nH]n(-c2ccccc2)c(=O)c1C=NCc1ccncc1	1	-0.4	13	-3	-1	11	-6	-7	21
CCC(=O)Nc1cc(Cl)ccc1C(=O)O	1	-0.1	22	-1	21	6	-4	6	23
Cc1nc(N2CCCCC2)c2ccsc2n1	-5	0.0	17	2	5	-3	-7	4	14
CC(C)=CCC(C)(C)/C=N/NC(N)=O	4	5.1	3	2	1	-2	-31	2	11
COc1ccc(-c2nnc(SCc3ccccc3)n2N)cc1	-2	0.1	3	-2	7	3	5	-2	13
O=C(COC(=O)/C=C/c1ccccc1Cl)NC1CCCC1	10	0.1	-11	4	11	-1	-1	8	-14
Cc1cccc(-c2noc(CN(C(=O)c3ccc4c(c3)OCO4)C(C)C)n2)c1	4	3.4	24	-8	7	3	6	-6	16
Cc1ccc(S(=O)(=O)N2C[C@H]3C(=O)C[C@@H](c4ccccc4)N(S(=O)(=O)c4ccc(C)cc4)[C@H]3C[C@H]2c2cccs2)cc1	0	nt	nt	4	0	-2	-21	-2	7
CCCC(C(=O)Nc1nccs1)c1ccccc1 (stereo unspecified)	-2	0.8	-12	-7	8	12	-1	-3	11
OCCC1CN(Cc2c(O)ccc3ccccc23)CCN1CCc1ccccc1 (stereo unspecified)	-1	0.0	-21	-7	31	-15	-11	-6	22
CC(NC(=O)c1ccc(N2CCCC2=O)cc1)c1ccccc1 (stereo unspecified)	1	0.6	0	1	2	-7	0	2	19
COc1ccc(Nc2nc3ccccc3s2)cc1	0	0.8	-2	-4	10	1	22	-4	13
CCN(CCNC(=O)c1cccc(N2CCCC2=O)c1)c1ccccc1	-2	0.8	3	-3	5	3	6	-13	24
COc1ccccc1Cn1c(=S)[nH]c2cc(C(=O)N3CCCC3)ccc2c1=O	0	0.1	0	1	2	-7	-34	1	-5
COc1cc(NS(=O)(=O)c2ccc3c(c2)C(C)(C)C(=O)N3C)cc(OC)c1	-4	-1.1	12	0	3	9	-1	2	20
COC(=O)c1sc(NC(=O)c2oc3ccccc3c2C)nc1C	0	-1.0	22	0	1	3	-16	-3	8
CN1C(C(=O)Nc2ccc(C(=O)O)cc2)=C(O)c2ccccc2S1(=O)=O	7	1.4	35	4	3	7	-12	3	14

Continued; it opens with the 2 that closed the last part.
SMILES	M5 PAM	CRFBP-R2 agonist	CRFBP-R2 block	CHRM5 agonist	TAAR1 ag	M4 PAM	TAAR1 antagonist	CHRM5 antagonist	CHO-K1 Ca PAM
COC(=O)c1sc(NC(=O)c2oc3ccccc3c2C)nc1C	0	-1.0	22	0	1	3	-16	-3	8
CN1C(C(=O)Nc2ccc(C(=O)O)cc2)=C(O)c2ccccc2S1(=O)=O	7	1.4	35	4	3	7	-12	3	14
c1ccc2c(-c3c[nH]c4ccccc34)c3ccccc3nc2c1	-13	-1.1	10	-9	2	-11	33	8	13
CCCCN(CC)CCNC(=O)c1cc2c(-c3ccc(Cl)cc3)nn(C)c2s1	-17	-1.0	-13	-5	3	-6	-2	14	-2
O=C1C2CC(O)CN2C(=O)N1c1ccccc1 (stereo unspecified)	-1	0.1	-12	1	6	5	-29	-1	16
COc1ccc(N(C(=O)Nc2ccc(Cl)cc2)C2=NCCC2)cc1	-3	1.0	-1	4	1	9	10	6	12
CCOc1ccc(CN2CCCC(CO)(Cc3ccc(F)cc3)C2)cc1 (stereo unspecified)	2	4.1	-10	-13	1	-17	-7	-2	21
O=C(NCCC(=O)N1CCN(c2ccccn2)CC1)c1ccc(Br)cc1	5	-1.3	-1	1	4	-3	-16	1	1
CCNC(=O)NC(=O)C(C)OC(=O)c1oc2ccc(OCC)cc2c1C (stereo unspecified)	0	-0.6	37	0	1	-3	-5	-8	16
CNC(=O)NC(=O)C(C)N1CCN(C/C=C/c2ccccc2)CC1 (stereo unspecified)	3	1.5	1	-11	1	-4	16	4	22
Cn1nc(C2CC2)cc1NC(=O)C1(C)CCN1C(=O)CCc1ccccc1 (stereo unspecified)	-5	nt	nt	1	2	0	-24	2	3
CN1/C(=C/C=C/c2n(C)c3cc([N+](=O)[O-])c([N+](=O)[O-])cc3[n+]2C)C(C)(C)c2ccccc21	-3	-3.2	11	-3	0	-7	-11	-6	13
Cc1ccc(NC(=O)C2CC(=O)N(Cc3ccccc3)C2)cc1S(=O)(=O)N1CCCCCC1 (stereo unspecified)	2	-0.4	-18	3	4	-8	14	-5	12
O=c1c(N2CCCCC2)coc2ccccc12	-8	-1.3	3	-9	8	-4	-6	-3	13
O=C(NCCN1CCN(C(=O)c2cccc(Br)c2)CC1)C(=O)NCc1ccccc1	-7	-2.2	-4	0	4	1	-4	16	4
Cc1nnsc1-c1c(C(=O)Oc2ccccc2)c(C)nn1-c1ccccc1	-4	1.1	12	-1	4	-3	-16	-1	-28
COc1ccc2cnn(CCOc3cc(C)ccc3C(C)C)c(=O)c2c1OC	-3	-3.9	31	-2	2	3	-6	-2	17
CC1=C(C(=O)OC(C)C)C(c2ccc3c(c2)OCO3)NC(=O)N1 (stereo unspecified)	1	-0.8	2	-2	8	-4	-6	-3	3
C/C(=N/OCC(=O)NCCCCCCNC(=O)CO/N=C(/C)c1cccs1)c1cccs1	-6	-2.9	4	-3	6	-1	-6	6	-1
C/C(=N\N1C(=O)c2ccccc2NC1c1ccccc1)c1ccccc1O (stereo unspecified)	7	0.4	2	2	1	9	13	2	15
O=C(CSC1=NCCS1)Nc1ccnc2ccccc12	-12	-1.6	-4	5	9	-13	27	19	-5
CN(C(=O)COC(=O)c1nc(-c2ccccc2)n(-c2ccccc2)n1)C1CCS(=O)(=O)C1 (stereo unspecified)	6	0.2	-6	-11	12	4	-26	-1	-3
Cn1c(=O)c2c(ncn2CCC(=O)N/N=C/c2cccnc2)n(C)c1=O	-11	-2.6	7	0	3	-9	-2	21	-12
O=C(Nc1cc(C(F)(F)F)ccc1N1CCOCC1)c1ccc(Cl)nc1	2	0.3	1	-5	5	3	-7	3	0
COC(=O)C[C@@H]1C[C@H]2c3cc(NC(=O)C4CCC4)ccc3O[C@H]2[C@@H](CO)O1	6	3.6	-6	1	1	5	-1	-10	-12
CCOC(=O)N1CCN(Cc2nc(Cc3cccc(F)c3)no2)CC1	-7	-2.0	-2	-2	-1	3	-16	15	10
S=C1NCN(Cc2cccnc2)CN1c1cccc2ccccc12	3	-1.8	-8	0	5	6	-13	-4	17
CN(C)c1ccc(/C=N/NC(=O)CNC(=O)c2ccncc2)cc1	-2	-0.9	-1	-3	3	6	9	2	-6
CCCCn1c(N)c(N(CC)C(=O)CCNC(=O)c2ccc(Cl)cc2)c(=O)[nH]c1=O	7	-3.3	5	2	0	8	-19	-3	20
Cc1nc(-c2cccc(S(=O)(=O)N3CCC(C)CC3)c2)cs1	-3	-0.3	37	0	6	3	17	-3	22
O=C(NCCCN1CCOCC1)c1ccccc1	5	0.7	25	0	-1	10	-31	2	0
COc1ccc(NC(=O)[C@@H]2CCCN2C(=O)c2cccs2)cc1S(=O)(=O)N1CCCCC1	7	0.4	1	1	6	-2	0	6	12

An excerpt from further up, for reference:
SMILES	M5 PAM	CRFBP-R2 agonist	CRFBP-R2 block	CHRM5 agonist	TAAR1 ag	M4 PAM	TAAR1 antagonist	CHRM5 antagonist	CHO-K1 Ca PAM
CCN(CCNC(=O)c1cccc(N2CCCC2=O)c1)c1ccccc1	-2	0.8	3	-3	5	3	6	-13	24
COc1ccccc1Cn1c(=S)[nH]c2cc(C(=O)N3CCCC3)ccc2c1=O	0	0.1	0	1	2	-7	-34	1	-5
COc1cc(NS(=O)(=O)c2ccc3c(c2)C(C)(C)C(=O)N3C)cc(OC)c1	-4	-1.1	12	0	3	9	-1	2	20
COC(=O)c1sc(NC(=O)c2oc3ccccc3c2C)nc1C	0	-1.0	22	0	1	3	-16	-3	8
CN1C(C(=O)Nc2ccc(C(=O)O)cc2)=C(O)c2ccccc2S1(=O)=O	7	1.4	35	4	3	7	-12	3	14
c1ccc2c(-c3c[nH]c4ccccc34)c3ccccc3nc2c1	-13	-1.1	10	-9	2	-11	33	8	13
CCCCN(CC)CCNC(=O)c1cc2c(-c3ccc(Cl)cc3)nn(C)c2s1	-17	-1.0	-13	-5	3	-6	-2	14	-2
O=C1C2CC(O)CN2C(=O)N1c1ccccc1 (stereo unspecified)	-1	0.1	-12	1	6	5	-29	-1	16
COc1ccc(N(C(=O)Nc2ccc(Cl)cc2)C2=NCCC2)cc1	-3	1.0	-1	4	1	9	10	6	12
CCOc1ccc(CN2CCCC(CO)(Cc3ccc(F)cc3)C2)cc1 (stereo unspecified)	2	4.1	-10	-13	1	-17	-7	-2	21
O=C(NCCC(=O)N1CCN(c2ccccn2)CC1)c1ccc(Br)cc1	5	-1.3	-1	1	4	-3	-16	1	1
